SSB-PriA inh – blocks PriA binding to SSB C-terminal tail; AlphaScreen SSBct-PriA binding, biotinylated peptide; inhibition, % at 33 µM; actives 0.6% (n = 430,000); AID 1272365; in the data active = inhibition mostly above about 37%, no sharp cut-off; inactive = mostly below about 20%;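 also: plate controls were negative control peptide for no effect and reference peptide for full effect; strong numbers were not always called active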
Starred values were filed as active, the others as inactive; & = joins results of further samples.

Molecule	SSB-PriA inh
CSCC[C@H](N)c1nc(-c2ccncc2)no1	2
Cc1ccc(NC(=O)Cn2nc(C(=O)N3CCOCC3)cc2C)cc1F	-23
CC(=NNC(=O)c1cc(C)nc2ccccc12)c1cccc(Cl)c1	-7
Cn1c(SCC(=O)NN=Cc2cc([N+](=O)[O-])ccc2O)nnc1-c1ccccc1	-12
CO[C@@H](CN)c1ccco1	-21
CCc1cccc(NC(=O)CSc2nc3c(sc(=S)n3-c3ccc(C)cc3)c(=O)n2C)c1	-5
O=C(N[C@H]1CC(=O)N(c2ccc(F)cc2)C1)c1cccc2ccccc12	-7
CCOC(=O)C1=c2sc(=Cc3cccnc3)c(=O)n2C(N)=C(C(=O)OC)C1c1cccnc1 (stereo not given)	-10
O=[N+]([O-])c1cccnc1Sc1ccccc1	82*
Cc1cc(O)cc2c1C(=O)/C(=C/c1cc3ccccc3o1)O2	-13
CC(=NNP(=S)(c1ccccc1)c1ccccc1)c1ccc(O)cc1O	2
O=C(O)c1cc(C2CC2)[nH]n1	-9

Next compounds
Molecule	SSB-PriA inh
Cn1nc(N2CCC(C(=O)Nc3nc(-c4ccccn4)cs3)CC2)ccc1=O	6
COc1nn(C)cc1C(=O)NCCn1ccnc1-c1ccccn1	-10
C=CCn1c(=NC(=O)c2cc(-c3ccccc3)nc3ccccc23)sc2cc(C(=O)OCC)ccc21	-8
Cc1csc(C(=O)NCCn2ccc(-c3ccsc3)n2)c1	1
CC(C)(C)c1ccc(C(=O)N2CCN(c3ccc4nnc(-c5ccco5)n4n3)CC2)cc1	-2
COC(=O)N1CCc2ccc(NC(=O)c3cc(-c4ccc(F)cc4)nn3C)cc2C1	4
COc1ccc(C=NNC(=O)c2cnccn2)cc1O	-3
COc1cc(C=NNC(=O)c2ccccc2)ccc1O	5
NC(=S)NN=Cc1ccccc1OCCSc1ccc(Cl)cc1	11
COc1cccc(CSc2nc(C)c(CC(=O)Nc3nnc(C)s3)c(=O)[nH]2)c1	-1
O=C(Nc1ccc(OC(F)(F)F)cc1)C(=O)NC1CC1	-7
CC(O)=c1c(=O)nc2cccc3c2=c1c1ccccc1c3=O	-4

(listing goes on)
Molecule	SSB-PriA inh
COc1ccccc1N1CCN(c2nc(Nc3ccc(C)cc3)c3nccnc3n2)CC1	-7
O=C(Nc1ccccc1-c1nc2ccccc2[nH]1)c1ccc(S(=O)(=O)N2CCc3ccccc3C2)cc1	2&8
Nc1nonc1-n1nnc(C(=O)NN=Cc2cccnc2)c1-c1cccs1	0
O=C(NCC(O)(c1ccco1)C1CC1)NC(c1ccccc1)c1ccccc1 (stereo not given)	-10
O=C(Nc1ccc2c(c1)N(C(=O)c1ccco1)CC2)c1ccccc1C(F)(F)F	-10&12
Cc1cc(C=NNC(=O)c2cc3ccccc3o2)c(C)n1C	1
Cc1ccsc1C=NNc1nc(=O)[nH]nc1C	67*
CC(C)n1c(CN2CCCCC2)nc2ccccc21	0
COc1ccc(-c2ccc(=O)n(CCNC(=O)c3cc(N4CCCC4)ncn3)n2)cc1	-3
CC(C)S(=O)(=O)c1cccc(C(=O)Nc2nc(-c3ccncc3)cs2)c1	5
COc1ccc2c(c1)CCCC2(O)CNC(=O)C(=O)Nc1cccnc1 (stereo not given)	8
CCCCCCOc1ccc(C(C)=NNC2=NCCN2)cc1	8

(further entries)
Molecule	SSB-PriA inh
COc1nn(C)cc1C(=O)NCc1nn(C)c2c1CCCC2	-7
O=C(CCCS(=O)(=O)Cc1ccccc1)Nc1nnc(-c2ccc(F)cc2)o1	-8
O=C(c1ccc(-n2cccc2)cc1)N1CCC(Oc2cccnn2)CC1	2
CC(=O)N=c1sc2cc(Br)ccc2n1C	-14
O=C(NC1CC(O)C(CO)C1)c1ccc(OC(F)(F)F)cc1 (stereo not given)	-11
Cc1cc2ncc(CCCNC(=O)c3cc(-c4ccco4)[nH]n3)cn2n1	2
CC(=O)N1C(=O)c2cccc3cccc1c23	-34
CS(=O)(=O)N1CCC(Cn2cnc3ccccc32)CC1	-6
Cn1cc(S(=O)(=O)N(Cc2cccs2)Cc2cccn2C)cn1	13
COc1cc(C(C)=O)ccc1OCC(=O)NCCn1nc(-c2cccs2)ccc1=O	-15
O=C1N(Cc2ccccc2F)c2ccccc2S(=O)(=O)N1Cc1ccc(F)cc1	-29&-16
CCOC(=O)N1CCN(C(=O)Cn2nc(C(F)(F)F)n(C)c2=O)CC1	2

An excerpt of these results, field by field.
Structure: CCCCCCOc1ccc(C(C)=NNC2=NCCN2)cc1
  SSB-PriA inh: 8

Structure: COc1cccc(CSc2nc(C)c(CC(=O)Nc3nnc(C)s3)c(=O)[nH]2)c1
  SSB-PriA inh: -1

Structure: O=C(N[C@H]1CC(=O)N(c2ccc(F)cc2)C1)c1cccc2ccccc12
  SSB-PriA inh: -7

(next part)
Molecule	SSB-PriA inh
Cc1cc(C)c(NC(=S)NC(=O)c2ccccc2)c(C)c1	2
CN1CCCc2cc(C(CNC(=O)c3ccc(C(F)(F)F)cc3)N3CCOCC3)ccc21 (stereo not given)	25
COc1ccc(-c2csc(CN3CCN(C(=O)COc4ccccc4)CC3)n2)cc1	4
CC(CCc1oc2ccccc2c1-c1ccc(C)o1)=NO	7
CC(=O)N1CCc2c(sc3nc(SCC(=O)N4CCOCC4)n(-c4ccccc4)c(=O)c23)C1	-6
COc1ccc(-c2c(C)c3ccc(OC(=O)N(C)C)cc3oc2=O)cc1	-11
CCC(=O)Nc1ccc(S(=O)(=O)N(CCc2cccs2)Cc2ccco2)c(C)c1	1
COC(=O)c1sccc1S(=O)(=O)NCC(OC)c1ccc(Cl)s1 (stereo not given)	4
COc1cc2c(cc1OC)[C@H](COc1ccc(C(C)C)cc1)N(C(=O)c1ccccc1F)CC2	-10
CC(C)Sc1ccc(CC(=O)N2CC(Oc3nccs3)C2)cc1	-11
Cc1c(C(=O)NN=Cc2ccc(-c3ccccc3[N+](=O)[O-])o2)sc(N)c1C#N	35
CO[C@@H](CNC(=O)c1ccc(C(F)(F)F)nc1)c1ccc(Cl)s1	-23

Fetched one by one from the entries so far, six records:
Molecule	SSB-PriA inh
CC(=O)N1C(=O)c2cccc3cccc1c23	-34
COc1nn(C)cc1C(=O)NCCn1ccnc1-c1ccccn1	-10
COc1ccc2c(c1)CCCC2(O)CNC(=O)C(=O)Nc1cccnc1 (stereo not given)	8
COc1cc2c(cc1OC)[C@H](COc1ccc(C(C)C)cc1)N(C(=O)c1ccccc1F)CC2	-10
O=C(Nc1ccc(OC(F)(F)F)cc1)C(=O)NC1CC1	-7
Cc1csc(C(=O)NCCn2ccc(-c3ccsc3)n2)c1	1

Following part.
Molecule	SSB-PriA inh
COc1ccc(C(C)=NNC(=O)CNC(=O)Cc2ccccc2)c(OC)c1	-5
CC(=NNC(=O)Cn1c(C)nc2ccccc21)c1cccs1	4
COc1ccc(CCNC(=O)c2c[nH]c(=O)n(C)c2=O)cc1OC	-3
Cc1ccc(S(=O)(=O)N2CCCC(C(=O)Nc3cccc4ccccc34)C2)cc1 (stereo not given)	-13
CC(Cc1ccccc1)=NNC(=O)CNC(=O)c1ccc(Cl)cc1	-7
C[C@@](O)(CNS(=O)(=O)c1ccc2c(c1)CCCC2)Cc1ccco1	-3
O=S(=O)(NCC(c1ccsc1)N1CCOCC1)c1cccc(Cl)c1 (stereo not given)	-9
CCCn1c(=C(C#N)C#N)sc(=C2C=Cc3ccccc3N2CC)c1=O	5
CCOc1ccccc1-n1c(=O)[nH]c2c(C(N)=O)nc(-c3ccco3)nc21	-6
CCCC(=NNC(=O)c1ccccc1C)c1ccccc1	3
Cc1ccccc1NC(=O)CCCOc1ccc(C(C)(C)C)cc1	-8
CCOc1ccccc1-n1nnc(C(=O)OCc2nc(-c3cccc(Cl)c3)oc2C)c1C	-4

Further entries.
Molecule	SSB-PriA inh
CCN(CC)C(=O)C(=O)NN=Cc1ccc(Cl)cc1Cl	-5
CC(C)(C)S[C@H]1CCN(C(=O)c2ccc(C#N)cc2)C1	-25
O=C(NCc1ccc2[nH]c3c(c2c1)CCCC3)C1c2ccccc2Oc2ccccc21	6
COC(=O)NN=C(C)/C=C/c1ccccc1	-4
CSc1ncccc1C(=O)N1CCC(Cc2n[nH]c(=O)n2-c2ccccc2C)CC1	-10
CCn1nc(C)cc1C(=O)Nc1nc2c(F)cccc2s1	4
O=C(CCS(=O)(=O)c1ccccc1)Nc1ccc(-c2cn3c(n2)SCC3)cc1	-2
CCOc1cc(C)c(S(=O)(=O)N2CCN(C)CC2)cc1C	-16
COc1ccc2[nH]c3c(SCC(=O)Nc4cc(Cl)c(OC)cc4OC)ncnc3c2c1	-6
COc1cn(CC(=O)NCc2ccccc2Cl)c(CN2CCN(C(C)=O)CC2)cc1=O	-13
COC(=O)CSCC(=O)Nc1ccccc1C(F)(F)F	-12
Nc1nc(SCC(=O)NCc2cccnc2)nc2sc3c(c12)CCCC3	-5

Other compounds follow:
Molecule	SSB-PriA inh
C=CCn1c(-c2ccc(Cl)cc2)csc1=NC(C)(C)C	-3
O=C(NNc1nc2ccc(F)cc2s1)c1ccc(S(=O)(=O)N2CCc3ccccc3C2)cc1	23
O=C(COc1ccccc1F)Nc1cccc2ccc(-n3cccc3)nc12	-3
CC1Cc2ccccc2N1C(=O)C1CN(S(=O)(=O)C2CC2)C1 (stereo not given)	-9
Cc1oc(C=NNC(=O)CN(c2ccccc2Cl)S(C)(=O)=O)cc1Br	13
COc1cc(=O)n(-c2ccccc2)nc1C(=O)NCC(C)C	19
Oc1ccc2oc3c(c2c1C=Nn1cnnc1)CCCC3	-16
Cc1sc(NC(=O)c2ccco2)c([C@@H](c2ccccc2F)N2CCOCC2)c1C	-10
COC(=O)c1ccc2c(=O)n(CC(=O)N3CCN(c4ccccc4OC)CC3)c(=S)[nH]c2c1	-15
Cc1cc(C(F)(F)F)nc(CCNC(=O)C2COc3ccccc3O2)n1 (stereo not given)	-16
O=C(NCc1cccs1)NCc1cnn2c1CCCC2	-6
Cc1cc(CCNC(=O)Nc2ccccc2Cl)on1	0

Remaining list, next part.
Molecule	SSB-PriA inh
Cn1c(C(F)(F)F)nn(CCNC(=O)c2cnc3ccccc3n2)c1=O	-9
COC(=O)Cn1c(=NC(=O)c2ccno2)sc2cc(F)cc(F)c21	-6
Cc1cc(-c2nnc(NC(=O)c3nc4ccccc4s3)o2)nn1C	-12&-8
CCOC(=O)CCC(=O)N1CCC(CSc2ccccn2)CC1	-8
O=C(c1ccccc1C(F)(F)F)N1CCC[C@H](Cc2nc(-c3ccccc3F)no2)C1	9
CCCCC(=O)Nc1nc2c(C)ccc(C)c2s1	-3
O=[N+]([O-])c1ccc(N2CCCCC2)cc1[N+](=O)[O-]	73*
Cc1ccc(OCC(=O)NN=Cc2ccc([N+](=O)[O-])o2)cc1	-6
COc1ccc2c(CC(=O)N3c4ccccc4CC3C)cc(=O)oc2c1 (stereo not given)	-13
O=C(CCn1c(=O)oc2ccc(Cl)cc21)NCCC1=CCCCC1	-4
O=C(Nc1ccc2c(c1)C(=O)NC2=O)c1cccc(N2C(=O)CCC2=O)c1	1
O=C(CN1CCCCC1)NN=Cc1ccccc1Br	-9

The listing continues.
Molecule	SSB-PriA inh
Cc1cc(C(=O)Nc2nc(-c3ccccn3)cs2)on1	94*
COc1ccc(S(=O)(=O)C2CN(C(=O)C(c3ccccc3)c3ccccc3)C2)cc1	-2
O=C(CCC(=O)N1CC2C[C@H](C1)Cn1c2cccc1=O)NCc1ccccc1C(F)(F)F	15
O=C(NC1CCCc2ccccc21)C1CCCN(S(=O)(=O)c2cccc3nonc23)C1 (stereo not given)	-9
CS(=O)(=O)N1CCN(C(=O)Cc2csc(-n3cccc3)n2)CC1	-1
CN(C)c1ccc(OC2CCN(C(=O)C3CC=CCC3)C2)nn1 (stereo not given)	-13
CNc1nn(CC(=O)Nc2cc(C)c(Cl)cc2OC)c(N)c1-c1nc(-c2ccccc2C)no1	-1&1
COc1cc(OC)c(NC(=O)NCCNc2cc(Nc3ccccn3)ncn2)cc1Cl	6
O=S(=O)(NCC1CCN(C2CCCC2)CC1)c1cc(Cl)ccc1Cl	-18
CC1(C)CC(=O)C(C=Nc2ncccc2C(=O)O)=C(O)C1	-25
C#C[C@]1(O)CCC2C3CCC4=CC(=NOCC(=O)NC(C)C(=O)NC(CCSC)C(=O)O)CC[C@]4(C)C3CC[C@@]21C (stereo not given in full)	4
CCOC(=O)CNC(=O)CN1CCN(Cc2nc3ccccc3[nH]2)CC1	-4

Continued.
Molecule	SSB-PriA inh
COc1cc(/C=C2/SC(=NS(=O)(=O)Cc3ccccc3)NC2=O)c([N+](=O)[O-])cc1OC	-2
Cc1nnc(C2CCN(CC(=O)Nc3nccs3)CC2)s1	-13
O=C(NCc1ccccn1)C(=O)Nc1c2c(nn1-c1ccc(Cl)cc1)CSC2	0
NC(=O)C1CCN(C2CNC2)CC1	1
O=C(Cc1c(F)cccc1Cl)NCC(O)(c1cccs1)C1CC1 (stereo not given)	-26
Cc1cccc(OCC(=O)NCC(=O)NN=Cc2ccc(O)cc2O)c1	-9
O=C(NC[C@]1(O)CCc2ccccc2C1)C1CC1	-15
CN(C)S(=O)(=O)c1ccc(C(=O)Nc2ccc(-n3nnn(CC(N)=O)c3=O)cc2)cc1	-6
CC(C)c1nnc(SCc2cccnc2)c2c1cnn2-c1ccccc1	-12
CCc1nnc(-c2ccc(NC(=O)COC)cc2)o1	-3&-1
O=S(=O)(c1ccc(C2CCCCC2)cc1)N1CCN(c2ccccc2)CC1	-14
COc1cc2ccccc2cc1C(=O)NN=Cc1cccnc1	-3

(cont.)
Molecule	SSB-PriA inh
O=C(c1cc2n(n1)CCCO2)N1CCS[C@H](c2ccccc2)CC1	-4
CCOC(=O)c1c(NC(=O)/C=C/C2=Cc3ccccc3OC2)sc(C)c1C	4
COc1ccc(Cl)cc1C(=O)OCn1nnc2ccccc2c1=O	-15
O=C(c1cccs1)N1N=C(c2ccccc2)C[C@H]1c1cn(-c2ccccc2)nc1-c1ccccc1	-24
O=C(NN1C(=O)/C(=C\c2ccco2)SC1=S)c1ccc(OC(F)F)cc1	17

Assay outcomes (PubChem)

The list is partial; the hit share may differ from the screen's.
